Compound activity (PubChem BioAssay)
ERa SRC1 pot: enhancers of ERα–SRC-1 coactivator binding, primary screen, biochemical, TR-FRET, ERα LBD, low estradiol | coactivator binding (% of control), % at 25.6 µM | TR-FRET ERalpha-LBD/SRC-Cy5 coactivator binding, 2 h; 100 = basal binding, no effect | 86,000 tested, 1.3% active | AID 639, 2007 | Estrogen receptor (Homo sapiens), P03372; in the data active = activity above about 200%;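 also: binding measured in presence of low estradiol as agonist stimulus; 0% = peptide alone without receptor and 100% = receptor with peptide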
ERa SRC1 inh: ERα–SRC-1 coactivator interaction inhibitors, primary screen, biochemical, TR-FRET, ERα LBD, estradiol-bound. Estrogen receptor (Homo sapiens), P03372. TR-FRET ER-alpha LBD / SRC-1 peptide. inhibition, % at 25.6 µM. 86,000 tested, 1.7% active. AID 629, 2007; in the data active = inhibition above about 50%;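 also: 0% = receptor plus peptide control and 100% = peptide only without receptor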
Smad3 inh: Smad3/FoxH1 peptide binding inhibitors, primary screen, biochemical, TR-FRET; Mothers against decapentaplegic homolog 3 (Homo sapiens), P84022; TR-FRET Smad3/Dy647-FoxH1 peptide binding, europium anti-His; inhibition, % at 25 µM; 88,000 tested, 0.29% active;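 active = compounds that reduce the energy-transfer binding signal between the protein and its labelled peptide by more than half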;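 also: 0% = Smad3 plus labelled peptide maximal FRET and 100% = peptide-only background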
sEH activator: soluble epoxide hydrolase activators, primary screen, biochemical, human sEH; Bifunctional epoxide hydrolase 2 (Homo sapiens), P34913; purified human sEH enzymatic activity, activator screen; activation, % at 2 µM; 91,000 tested, 0.04% active; AID 717, 2007; in the data active = activation above about 37%; also: values of inactives mirror those of a sister screen read the other way
Target sequence (P34913 whole entry, looked up): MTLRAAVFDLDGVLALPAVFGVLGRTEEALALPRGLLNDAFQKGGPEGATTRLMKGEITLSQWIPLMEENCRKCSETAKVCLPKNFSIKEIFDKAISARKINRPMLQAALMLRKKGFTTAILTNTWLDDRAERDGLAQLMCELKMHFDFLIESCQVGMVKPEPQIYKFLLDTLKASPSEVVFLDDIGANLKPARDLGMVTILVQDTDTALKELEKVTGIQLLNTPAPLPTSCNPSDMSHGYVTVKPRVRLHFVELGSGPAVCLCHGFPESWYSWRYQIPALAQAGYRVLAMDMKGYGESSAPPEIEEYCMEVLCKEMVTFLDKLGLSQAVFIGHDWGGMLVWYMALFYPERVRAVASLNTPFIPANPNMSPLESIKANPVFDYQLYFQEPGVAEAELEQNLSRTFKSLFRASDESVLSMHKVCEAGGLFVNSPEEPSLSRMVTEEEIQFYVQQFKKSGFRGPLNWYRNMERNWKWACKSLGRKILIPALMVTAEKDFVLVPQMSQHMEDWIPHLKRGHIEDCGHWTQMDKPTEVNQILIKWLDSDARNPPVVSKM
H69AR growth 86K: proliferation blockers of H69AR lung cancer cells, primary screen, cell-based, human, 86K library; viability, % at 10 µM; 85,000 tested, 6% active; AID 598, 2007; H69AR lung tumor viability, ATP luminescence, 72 h; active compounds read low;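 active = viability at or below 40%; inactive = viability above 40%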;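 also: multidrug resistant small cell line overexpressing MRP-1 efflux transporter; 100% = mean luminescence of untreated control wells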
ERb SRC1 inh: inhibitors of ERβ-SRC1 coactivator interaction, primary screen, biochemical, TR-FRET, ERβ LBD, SRC-1 peptide; Estrogen receptor beta (Homo sapiens), Q92731; TR-FRET ER-beta LBD / SRC1-Cy5 peptide binding; receptor agonist-loaded with 1 µM estradiol; inhibition, % at 25.6 µM; 86,000 tested, 1.3% active;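 active = compounds whose percent inhibition of the receptor-coactivator binding signal exceeds about 50% in the single-dose screen, limit read from the data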;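 also: 0% = receptor plus peptide wells without compound and 100% = peptide-only wells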
Target sequence (Q92731 whole entry, looked up, the tested form may be a part): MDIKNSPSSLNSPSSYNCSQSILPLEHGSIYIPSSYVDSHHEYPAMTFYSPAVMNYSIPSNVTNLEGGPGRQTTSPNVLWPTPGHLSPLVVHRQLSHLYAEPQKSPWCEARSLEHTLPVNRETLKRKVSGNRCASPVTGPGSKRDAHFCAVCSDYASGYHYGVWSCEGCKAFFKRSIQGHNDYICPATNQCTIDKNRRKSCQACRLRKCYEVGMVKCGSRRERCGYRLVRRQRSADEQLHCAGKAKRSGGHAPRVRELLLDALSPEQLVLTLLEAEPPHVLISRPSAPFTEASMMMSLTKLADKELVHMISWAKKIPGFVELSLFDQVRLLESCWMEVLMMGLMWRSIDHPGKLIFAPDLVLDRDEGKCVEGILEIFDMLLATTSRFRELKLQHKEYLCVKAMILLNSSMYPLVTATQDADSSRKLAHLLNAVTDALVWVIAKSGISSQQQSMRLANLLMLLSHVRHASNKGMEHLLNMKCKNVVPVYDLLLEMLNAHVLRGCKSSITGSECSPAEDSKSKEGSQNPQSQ
Fibroblast inh: antiproliferative effect on LL 47 fibroblasts – human, LL 47 cells, CellTiter-Glo luminescence, primary screen. LL 47 human lung fibroblast viability, ATP luminescence; active compounds read low. viability, % at 10 µM. 85,000 tested, 1.1% active;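 active = viability at or below 50% in the single dose screen; inactive = viability above 50%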;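 also: compound exposure lasted 72 h before the ATP readout; 100% = median luminescence of untreated cell-only wells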
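Material: human LL 47 lung fibroblast cells; quantity: 1,150 cells/well; medium: IMEM plus 15% FBS; doses: 0.1% DMSO in all compound wells; timing: overnight attachment after seeding, then 72 h compound exposure at 37 °C; detection: CellTiter-Glo luminescence; measure: % viability of median cell-only signal; controls: cell-only wells, no compound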
Calb biofilm kill: clotrimazole potentiators killing Candida biofilms, primary screen, with clotrimazole, Alamar Blue; inhibition, % at 6 µM; 85,000 tested, 0.14% active; AID 834, 2007; C. albicans biofilm + clotrimazole;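 active = inhibition above 20%; inactive = inhibition below 20%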;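 also: preformed 24 hr biofilms exposed to compound for 48 hr; 0% = biofilm without compound and 100% = blank killed by clotrimazole plus chlorhexidine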
HUVEC inhibit: inhibitors of HUVEC proliferation, primary screen, cell-based, 384-well; CellTiter-Glo luminescence, 72 h; active compounds read low; viability, % at 10 µM (by protocol); 86,000 tested, 1.1% active; AID 648, 2007;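 active = viability at or below 30%; inactive = viability above 30%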;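 also: 100% = median luminescence of DMSO-only cell control wells on each plate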
An asterisk follows results filed as active; · = no result given; [ ] = remark or other dose. The list is partial, so the mix of outcomes need not match the whole.

1: c1cnc(N2CCN(c3nc4ccccc4n4cnnc34)CC2)nc1
2: COc1cccc(NC(=O)N(Cc2ccco2)C(C)c2cccs2)c1 (stereo not drawn)
3: CS(=O)(=O)N(CC(=O)NCc1ccco1)Cc1ccc(Cl)cc1
4: Cc1cc(=O)[nH]c(SCC(=O)c2ccccc2)c1C#N
5: O=C(CCn1[nH]c(=O)c2ccccc2c1=O)OC1CCCCC1
compound no.	1	2	3	4	5
ERa SRC1 pot	96	96	114	105	95
ERa SRC1 inh	0	6[fluorescence artefact?]	12	1	10[fluorescence artefact?]
Smad3 inh	6	-4	1	16	-2
sEH activator	·	0	0	·	-5
H69AR growth 86K	71	100	90	78	88
ERb SRC1 inh	1	-2[fluorescence artefact?]	6	-4	2
Fibroblast inh	110	102	89	86	106
Calb biofilm kill	11	6	11	7	2
HUVEC inhibit	91	111	100	79	92

6: CCNc1nc(N)nc(Oc2ccc(C(=O)OC)cc2)n1
7: S=c1nc(-c2ccco2)[nH][nH]1
8: Cc1cc(OCCCCN2C(=O)NC(C)(C)C2=O)cc(C)c1Cl
9: Cc1oc(-c2ccccc2F)nc1CS(=O)(=O)CC(=O)N1CCCCCC1
10: CCn1c(SCC(=O)Nc2ccc3c(c2)OCCO3)nnc1-c1ccccn1
compound no.	6	7	8	9	10
ERa SRC1 pot	115	95	94	121[fluorescence artefact?]	99
ERa SRC1 inh	-31	5	2	11	-8
Smad3 inh	9	8	7[fluorescence artefact?]	7	14[fluorescence artefact?]
sEH activator	6	13	-5	-1	-2
H69AR growth 86K	87	85	64	94	109
ERb SRC1 inh	-24[fluorescence artefact?]	-8	11	-5	-8
Fibroblast inh	97	96	101	102	95
Calb biofilm kill	7	2	-4	4	2
HUVEC inhibit	91	112	79	94	96

11: Cn1c(/C=C/c2ccc([N+](=O)[O-])o2)nc2ccccc2c1=O
12: C=CCn1c(SCC(=O)NCc2ccc3c(c2)OCO3)nnc1C1CCCCC1
13: CSc1nnc(-c2ccccc2)c(=O)[nH]1
14: COc1cc(C(=O)Oc2cc(C)cc(C)c2)cc(OC)c1OC
15: CC(NCCc1ccc(O)cc1)C(O)c1ccc(O)cc1 (stereo not drawn)
compound no.	11	12	13	14	15
ERa SRC1 pot	68[fluorescence artefact?]	89	108	99	96
ERa SRC1 inh	10	-4	-6	6	-1
Smad3 inh	-5	0	14	-7	0
sEH activator	7	·	7	-2	·
H69AR growth 86K	-0.5*	96	97	89	90
ERb SRC1 inh	34	14	0	2	7[fluorescence artefact?]
Fibroblast inh	5.2*	95	103	93	94
Calb biofilm kill	-4	7	6	2	14
HUVEC inhibit	16*	106	110	87	102

16: CCN(CC)c1ccc(-c2nc3cnccn3c2NC2CCCC2)cc1
17: O=C(CCN1CCCC1Cc1ccccc1)c1ccc2c(c1)OCCO2 (stereo not drawn)
18: O=C(c1cnn2c(C(F)F)cc(-c3ccccc3)nc12)N1CCN2CCCC2C1 (stereo not drawn)
19: O=C(CNS(=O)(=O)c1ccc(Br)s1)N1CCN(c2ncccn2)CC1
20: Cc1cc(C)c(C#N)c(N2CCCC(C(N)=O)C2)n1 (stereo not drawn)
compound no.	16	17	18	19	20
ERa SRC1 pot	84[fluorescence artefact?]	99	102	93	115
ERa SRC1 inh	-6	5	-10[fluorescence artefact?]	-12	-12
Smad3 inh	10	6	2	-5	-4
sEH activator	1	-2	-7	-4	16
H69AR growth 86K	46	91	57	84	99
ERb SRC1 inh	-12	5	-6	-19	-20
Fibroblast inh	91	100	101	102	104
Calb biofilm kill	5	6	2	-4	·
HUVEC inhibit	87	91	92	89	97

21: Cc1cc(C)c(NC(=O)CN2C(=O)NC3(CCCCC3)C2=O)c(Cl)c1
22: CCOC(=O)c1c(NCc2ccc3c(c2)OCO3)c2ccccc2[nH]c1=O
23: Cc1ccc(CNC(=O)CCNS(=O)(=O)c2cccs2)cc1
24: CCCCC(=O)Nc1cccc(NC(=O)C(C)C)c1
25: Cc1c(Cl)ccc2c1NC(=O)[C@]21[C@@H]2C(=O)N(Cc3ccccc3)C(=O)[C@@H]2[C@@H]2CCCN21
compound no.	21	22	23	24	25
ERa SRC1 pot	117[fluorescence artefact?]	95	·	109	91
ERa SRC1 inh	-11	16	·	3	-1
Smad3 inh	8[fluorescence artefact?]	4	·	-8	10
sEH activator	·	-4	·	11	0
H69AR growth 86K	29*	103	99	89	93
ERb SRC1 inh	-6[fluorescence artefact?]	0	·	2	0
Fibroblast inh	88	98	90	100	84
Calb biofilm kill	8	-1	0	1	5
HUVEC inhibit	81	102	80	97	65

26: Cc1ccc(N2C(=O)c3ccc(C(=O)Nc4cccnc4)cc3C2=O)c(C)c1
27: Cc1cc(C)n(S(=O)(=O)c2cc(Cl)ccc2Cl)n1
28: CC(=O)c1c(C)nn(C(=O)c2cccs2)c1C
29: COc1ccc(C(C(=O)NC2CCCC2)N(C(=O)c2ccco2)c2ccc(OC)c(OC)c2)cc1 (stereo not drawn)
30: CCc1c(C)c(C#N)c2nc3ccccc3n2c1Nc1c(C)n(C)n(-c2ccccc2)c1=O
compound no.	26	27	28	29	30
ERa SRC1 pot	104[fluorescence artefact?]	118	72[fluorescence artefact?]	105	95[fluorescence artefact?]
ERa SRC1 inh	-2	3	-3	-4	7
Smad3 inh	14	-4	-11	1	-6
sEH activator	-2	2	·	8	-2
H69AR growth 86K	100	93	98	96	88
ERb SRC1 inh	3	5	-14[fluorescence artefact?]	-2	2
Fibroblast inh	99	90	109	95	105
Calb biofilm kill	-3	·	0	7	-2
HUVEC inhibit	90	87	107	94	98

31: COc1cc2c(cc1OC)CN(CC(=O)Nc1ccccc1C#N)CC2
32: CC(C)CN(C(=O)COC(=O)CCc1c[nH]c2ccccc12)C1CCS(=O)(=O)C1 (stereo not drawn)
33: C=C(C)C1CC=C(C)/C(=N/NC(=O)COc2cccc(C)c2)C1 (stereo not drawn)
34: Cc1cccn2cc(CSc3ccccc3N)nc12
35: Cc1nccn1-c1ncnc2sc3c(c12)CCCC3
compound no.	31	32	33	34	35
ERa SRC1 pot	98	102[fluorescence artefact?]	107	92	93[fluorescence artefact?]
ERa SRC1 inh	-2	4	-11	-3	1[fluorescence artefact?]
Smad3 inh	9	-4	10	2	5
sEH activator	9	-19	-4	2	6
H69AR growth 86K	86	94	77	85	108
ERb SRC1 inh	-6	11	-6	-9	63*
Fibroblast inh	90	110	95	113	96
Calb biofilm kill	4	6	10	7	5
HUVEC inhibit	92	92	98	92	91

36: Cc1ccc2cc(C)c(N3CCN(c4ccccn4)CC3)nc2c1
37: CC(C)CCNC(=O)CN(C(=O)Cn1nnc(-c2ccc(F)cc2)n1)C1CCCC1
38: COc1ccc2c(c1)[nH]c1c(=O)n(Cc3ccccn3)cnc12
39: Cc1cccc(N2CCN(C(=O)CCNC(=O)Cn3ccc4ccccc4c3=O)CC2)c1C
40: COc1ccc(NC(=O)N(Cc2cccnc2)Cc2ccccc2Cl)c(OC)c1
compound no.	36	37	38	39	40
ERa SRC1 pot	105	113	108	107	87
ERa SRC1 inh	-5	2	-5	11	-8[fluorescence artefact?]
Smad3 inh	-14	5	-11	-3	2
sEH activator	-8	-7	-3	-8	-1
H69AR growth 86K	101	99	89	·	96
ERb SRC1 inh	1[fluorescence artefact?]	-2	-6	16	-9
Fibroblast inh	108	89	99	95	99
Calb biofilm kill	5	2	-5	3	-5
HUVEC inhibit	106	94	82	90	96

41: COc1ccc(C(=O)Nc2ccc3oc(-c4cccc(F)c4)nc3c2)cc1OC
42: Cc1cc(Nc2cccc(C)c2C)n2nc(C)nc2n1
43: COc1ccccc1NC(=O)CSc1nnc(-c2ccncc2)o1
44: CC(C)CCNc1nc(-c2ccco2)c2c(c1C#N)CCCC2
45: COC(=O)c1ccccc1NC(=O)CSc1nc2c(c(=O)n(C)c(=O)n2C)n1C
compound no.	41	42	43	44	45
ERa SRC1 pot	157[fluorescence artefact?]	113	115[fluorescence artefact?]	95	101
ERa SRC1 inh	2	0	-3	5	5
Smad3 inh	12	-6	2	15	2
sEH activator	-12	·	-8	28	·
H69AR growth 86K	73	89	92	74	103
ERb SRC1 inh	5[fluorescence artefact?]	-2	-5	5	-1
Fibroblast inh	98	95	97	89	101
Calb biofilm kill	1	10	5	6	4
HUVEC inhibit	59	96	97	97	88

Record cards, as listed above. Order of values: ERa SRC1 pot, ERa SRC1 inh, Smad3 inh, sEH activator, H69AR growth 86K, ERb SRC1 inh, Fibroblast inh, Calb biofilm kill, HUVEC inhibit
`CC(C)CN(C(=O)COC(=O)CCc1c[nH]c2ccccc12)C1CCS(=O)(=O)C1` (stereo not drawn) as listed: 102[fluorescence artefact?], 4, -4, -19, 94, 11, 110, 6, 92
`Cc1cccc(N2CCN(C(=O)CCNC(=O)Cn3ccc4ccccc4c3=O)CC2)c1C` as listed: 107, 11, -3, -8, ·, 16, 95, 3, 90
`Cn1c(/C=C/c2ccc([N+](=O)[O-])o2)nc2ccccc2c1=O` as listed: 68[fluorescence artefact?], 10, -5, 7, -0.5*, 34, 5.2*, -4, 16*
`Cc1cc(C)c(NC(=O)CN2C(=O)NC3(CCCCC3)C2=O)c(Cl)c1` as listed: 117[fluorescence artefact?], -11, 8[fluorescence artefact?], ·, 29*, -6[fluorescence artefact?], 88, 8, 81
`CCOC(=O)c1c(NCc2ccc3c(c2)OCO3)c2ccccc2[nH]c1=O` as listed: 95, 16, 4, -4, 103, 0, 98, -1, 102

(next part)
46: CCOC(=O)C1CCCN(C(=O)c2cccs2)C1 (stereo not drawn)
47: CC(=O)Nc1ccc(-c2nnc(SCc3ccc(C)cc3)n2C)cc1
48: CN(C(=O)COC(=O)COc1ccc(Cl)cc1)C1CCCCC1
49: CCOc1cc(S(=O)(=O)N2CCN(CC)CC2)ccc1Cl
50: O=c1[nH]c2ccc(Cl)cc2c(=O)n1Cc1ccco1
compound no.	46	47	48	49	50
ERa SRC1 pot	107[fluorescence artefact?]	88	90[fluorescence artefact?]	113	118
ERa SRC1 inh	-25	5	3	-15	-2[fluorescence artefact?]
Smad3 inh	11[fluorescence artefact?]	-14	18[fluorescence artefact?]	-1	2[fluorescence artefact?]
sEH activator	9	4	0	6	-6
H69AR growth 86K	90	82	91	87	86
ERb SRC1 inh	-27	-4	21	-17	-10
Fibroblast inh	106	97	104	96	90
Calb biofilm kill	8	6	-3	0	3
HUVEC inhibit	92	94	96	92	100

51: COc1ccc(-c2cc3nc(C)cc(NCCO)n3n2)cc1
52: CSc1nc(-c2ccccc2)nn1C(=O)c1ccco1
53: COc1ccc(NC(=O)CN2CCN(c3ccccc3Cl)CC2)cc1
54: C=CCOn1c(=O)c(-c2ccc(OC)cc2)[n+]([O-])c2ccccc21
compound no.	51	52	53	54
ERa SRC1 pot	113	88	93	105[fluorescence artefact?]
ERa SRC1 inh	-5	4[fluorescence artefact?]	-19	13
Smad3 inh	3	-15	4[fluorescence artefact?]	-6
sEH activator	-8	-2	-8	·
H69AR growth 86K	101	98	96	90
ERb SRC1 inh	1	-7[fluorescence artefact?]	-31[fluorescence artefact?]	2[fluorescence artefact?]
Fibroblast inh	100	103	102	103
Calb biofilm kill	8	5	6	5
HUVEC inhibit	100	100	103	93
